ALOX12 inh: blocks human arachidonate 12S-lipoxygenase. Potency, µM (series often up to 108 µM), without a hit: at the top dose activity change, negative = inhibition, usual class: inhibitors. hit rate 1.1% among 580,000. P18054. purified 12hLO, xylenol orange hydroperoxide absorbance; active = well fitted inhibition curve with a large enough effect; inconclusive = small, poorly fitted or top-dose-only effect, or another doubt; inactive = no such curve, though single readings can be large or run the other way; note: potency is the fitted concentration of half-maximal effect
Target sequence (P18054 whole entry, looked up): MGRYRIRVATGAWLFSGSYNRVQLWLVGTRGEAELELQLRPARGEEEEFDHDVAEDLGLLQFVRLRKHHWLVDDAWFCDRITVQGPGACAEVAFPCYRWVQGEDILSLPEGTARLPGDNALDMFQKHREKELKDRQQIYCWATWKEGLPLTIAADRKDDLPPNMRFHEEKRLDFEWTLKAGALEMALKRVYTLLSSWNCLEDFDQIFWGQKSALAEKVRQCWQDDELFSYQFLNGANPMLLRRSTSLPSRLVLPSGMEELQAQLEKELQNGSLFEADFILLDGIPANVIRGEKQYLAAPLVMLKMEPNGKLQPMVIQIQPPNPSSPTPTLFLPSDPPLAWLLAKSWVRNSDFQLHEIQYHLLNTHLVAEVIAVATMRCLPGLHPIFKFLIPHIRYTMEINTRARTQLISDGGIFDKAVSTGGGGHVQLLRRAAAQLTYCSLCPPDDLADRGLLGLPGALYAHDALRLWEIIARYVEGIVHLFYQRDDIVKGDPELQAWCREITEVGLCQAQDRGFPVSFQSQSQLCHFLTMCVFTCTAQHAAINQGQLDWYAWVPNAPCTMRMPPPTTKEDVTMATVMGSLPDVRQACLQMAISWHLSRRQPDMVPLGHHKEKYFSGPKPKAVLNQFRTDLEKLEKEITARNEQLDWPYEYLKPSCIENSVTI
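Purified human 12hLO at 150 nM in 25 mM Hepes, 0.01% Triton X-100, pH 7.0, preincubated 15 min at room temperature with compound. Reaction started with 40 uM arachidonic acid, 30 min at room temperature. Hydroperoxide measured by Fe-xylenol orange, 573/405 nm absorbance ratio.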
LDHA block: inhibitors of human lactate dehydrogenase A; P00338; purified LDHA, NADH/diaphorase-resazurin fluorescence; active compounds read low; activity change, % (values are at about 110 or 230 µM); hit rate 0.15% among 480,000; in the data active = activity change below about -30%; inconclusive = mostly about -25% to -30%;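 note: plate controls were DMSO wells for no effect and wells without enzyme for full effect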
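Human LDH5 at 2 nM final in Tris HCl pH 7.4 with 0.06 mM NADH and 0.2 mM pyruvate, reacted 5 minutes at room temperature. Remaining NADH coupled via diaphorase/resazurin; resorufin fluorescence read at 0 and 20 minutes, normalized to enzyme-free and DMSO wells.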
* = called active by the depositor; u = inconclusive; [ ] = remark or other dose. Unless noted, % is set by controls: 0 for no effect and ±100 for the full control effect.

cpd	Structure	ALOX12 inh	LDHA block
1	Cc1ccc(OCCn2cc(C(=O)C3CC3)c3ccccc32)cc1	-11%	u
2	CCCN1C(=O)c2ccccc2NC1c1cc2ccccc2[nH]c1=O (stereo unspecified)	u	4
3	O=C(Cc1csc(-c2ccsc2)n1)Nc1ccnn1Cc1c(Cl)cccc1Cl	u	0
4	N#Cc1ccc(C(=O)NC2(c3ccc(Br)cc3)CC2)cc1	-7%	5
5	CC(C)CN1C(=O)C2(CC(=O)Nc3c2cnn3Cc2ccccc2Cl)c2ccccc21 (stereo unspecified)	-13%	-5
6	CCOc1cc(/C=C/C(=O)NC(C)(C)C)ccc1OCC(C)C	-1%	-2
7	O=S(=O)(NCCc1cn2ccccc2n1)c1cccc(Cl)c1	3%	10
8	CC(=O)Nc1cccc(NC(=O)C(=O)NCCc2csc(-c3ccc(C(F)(F)F)cc3)n2)c1	1%	4
9	Cc1ccc2nc(C)c(C(=O)N3CCN(S(=O)(=O)c4ccc(C#N)cc4)CC3)cc2c1	1%	-8
10	CCOC(=O)[C@]12CCCC=C1N(CCC1=CCCCC1)C(=O)[C@H](CC(=O)NCc1ccc(C)o1)C2	-23%	4
11	CCc1ccc(OC(=O)c2ccccc2I)cc1	-8%	-2
12	CCN(CC)S(=O)(=O)c1ccc(/C=C/C(=O)OCC(=O)C(C)(C)C)cc1	45%[activator]	2
13	Brc1ccc(/C=N/N=C/c2ccc(Br)s2)s1	9%	-4
14	Cc1ccc(C(NC(=O)N2CCN(C)CC2)C(Cl)(Cl)Cl)cc1F (stereo unspecified)	-27%	10
15	CCn1c(=O)c(CCC(=O)Nc2cccc(C)c2C)nc2c(C)nn(-c3ccccc3)c21	1%	4

Some of these compounds in order of formula weight, smallest number first.
cpd	Structure	ALOX12 inh	LDHA block
6	CCOc1cc(/C=C/C(=O)NC(C)(C)C)ccc1OCC(C)C	-1%	-2
9	Cc1ccc2nc(C)c(C(=O)N3CCN(S(=O)(=O)c4ccc(C#N)cc4)CC3)cc2c1	1%	-8
3	O=C(Cc1csc(-c2ccsc2)n1)Nc1ccnn1Cc1c(Cl)cccc1Cl	u	0

The main list resumes; the three compounds before the break are reprinted first.
cpd	Structure	ALOX12 inh	LDHA block
13	Brc1ccc(/C=N/N=C/c2ccc(Br)s2)s1	9%	-4
14	Cc1ccc(C(NC(=O)N2CCN(C)CC2)C(Cl)(Cl)Cl)cc1F (stereo unspecified)	-27%	10
15	CCn1c(=O)c(CCC(=O)Nc2cccc(C)c2C)nc2c(C)nn(-c3ccccc3)c21	1%	4
16	O=C(c1cccc(F)c1)N1CCCC(c2nc3ccccc3o2)C1 (stereo unspecified)	18%	8
17	Cc1cc2nc(/C(C#N)=C\c3ccc(OCC(C)C)cc3)[nH]c2cc1C	-5%	9
18	CC(=O)Nc1ccc(NC(=O)c2cc(S(=O)(=O)N3CCOCC3)c(Cl)cc2Cl)cc1	u	-5
19	CC(=O)NCCNC(=O)Cc1nc(-c2ccccc2)oc1C	37%	-2
20	COc1cccc(-n2nc(C(=O)Nc3cc(OC)c(OC)c(OC)c3)c3ccccc3c2=O)c1	8%	6
21	CCn1cnc2c1c(=O)n(CC(=O)Nc1ccc(N3CCCC3)cc1)c(=O)n2Cc1ccccc1	u	0
22	O=C(Cc1cccc(C(F)(F)F)c1)NCc1ccc(CN2CCCCC2)cc1	-1%	7
23	CC(Sc1n[nH]c(-c2ccccc2F)n1)c1nc(C(C)(C)C)no1 (stereo unspecified)	-4%	13
24	Clc1ccc(-c2nc(N3CCCCC3)c3ccccc3n2)cc1	24%	2
25	C/C(=N/Nc1cc(C(F)(F)F)ccc1Cl)c1ccc(Br)cc1	u	8
26	Cc1ccc(S(=O)(=O)Oc2ccc3c(c2)O/C(=C\c2cccc(C)c2)C3=O)cc1	4%	-1
27	Cc1ccc(Cl)cc1NCC(=O)N1CCN(S(C)(=O)=O)CC1	1%	-7
28	Cc1ccccc1C(C)NC(=O)c1cc(Cl)c[nH]1 (stereo unspecified)	-7%	-5
29	O=c1c(-c2ccc(Br)cc2)c(C(F)(F)F)oc2cc(O)ccc12	-38%	-1
30	COc1ccccc1Cc1nc2ccccc2nc1SCC(=O)NCc1ccco1	-46%	5
31	CC(C)(C)c1[nH]c2c(F)cc(F)cc2c1C=O	10%	10
32	Cc1ccc(CC(=O)N(C)Cc2ccsc2)cc1	13%	4
33	Cc1ccccc1Cc1cnc(N)s1	43%[activator]	2
34	CC1=CCC(c2cnc(-c3ccccc3)c(C)c2)NC1c1ccccc1 (stereo unspecified)	u	-20
35	CCc1nnc(NC(=O)c2cc(OC)c(OC)cc2OC)s1	0%	-25
36	CCN(CC)CC(=O)NC(=O)NCCc1cccs1	-1%	-9
37	CCc1ccc2nc(C)cc(C(=O)OCC(=O)c3cccc([N+](=O)[O-])c3)c2c1	0%	-3
38	CC(NC(=O)CCNC(=O)C1CCCC1)c1ccccc1 (stereo unspecified)	-9%	8
39	CCOc1c(Cl)cc(C(=O)Nc2ccc(C(F)(F)F)cc2)cc1Cl	4%	7
40	Cc1ccc(C(=O)C(CC(=O)c2ccccc2)S(=O)(=O)c2ccc(C)cc2)cc1 (stereo unspecified)	u	7
41	C#Cc1cccc(NS(=O)(=O)c2ccc(OC)c3ncccc23)c1	5%	0
42	CCN(CC)C(=S)SCC(=O)NC(=O)NC	6%	-2
43	COc1ccc(CC(NC(=O)c2nn(C)c(=O)c3ccccc23)c2ccc(OC)cc2)cc1 (stereo unspecified)	-11%	-1
44	COc1ccc(C2=NS(=O)(=O)N(C)C(C(=O)Nc3cccc(O)c3)=C2)cc1OC	-3%	10
45	O=C(O)c1ccc(CSC(F)F)o1	u	-4

Next section, overlapping the part above by three compounds.
Values in the order – ALOX12 inh | LDHA block
#43 COc1ccc(CC(NC(=O)c2nn(C)c(=O)c3ccccc23)c2ccc(OC)cc2)cc1 (stereo unspecified)
  -11% | -1
#44 COc1ccc(C2=NS(=O)(=O)N(C)C(C(=O)Nc3cccc(O)c3)=C2)cc1OC
  -3% | 10
#45 O=C(O)c1ccc(CSC(F)F)o1
  u | -4
#46 CN(Cc1cccc(Cl)c1Cl)C(C(=O)NC1CC1)c1ccc(F)cc1 (stereo unspecified)
  u | 10
#47 CCOCCn1c(-n2nc(C)cc2C)nc2c1c(=O)n(Cc1ccc(F)cc1)c(=O)n2C
  7% | 7
#48 CCNC(=O)Cn1c(CO)cnc1SCC(=O)Nc1c(C)cc(C)cc1C
  -30% | -5
#49 Cc1ccc(C)c(NC(=O)Nc2ccc(-c3cn4cccnc4n3)cc2)c1
  u | -5
#50 Cc1ccccc1-n1nnnc1SCC(=O)N(Cc1ccco1)C1=CCCCC1
  8.9µM* | 1
#51 c1ccc(N2CCN(c3nc(N4CCCCC4)nc4nccnc34)CC2)cc1
  51%[activator] | 1
#52 COc1ccc(-c2cc(=O)n3c4ccccc4n(Cc4cccc(F)c4)c3n2)cc1
  4% | 0
#53 CC1=C(OC(=O)CCC(=O)OC2=C(C)C(=O)OC(c3ccccc3)C2(C)C)C(C)(C)C(c2ccccc2)OC1=O (stereo unspecified)
  u | 10
#54 COc1ccc(CNC(=O)C(C)Oc2ccc(CC(=O)O)cc2)cc1 (stereo unspecified)
  -25% | 9
#55 C=CCn1c(SCc2coc(-c3ccc(Cl)cc3)n2)nnc1C1CCS(=O)(=O)C1 (stereo unspecified)
  13% | -16
#56 Cc1cc(OS(C)(=O)=O)cc2c1C(=O)/C(=C/c1ccncc1)O2
  -25% | -1
#57 CCOc1ccccc1C(=O)NC(C(=O)OCC(C)C)C(C)C (stereo unspecified)
  -7% | -2
#58 O=C(COc1cc(O)c2c(=O)cc(-c3ccccc3)oc2c1)NCC(O)CO (stereo unspecified)
  -1% | 0
#59 Cc1ccc(-c2[nH]c3[nH]c(=O)[nH]c(=O)c3c2-c2c(-n3cccc3)[nH]c(=O)[nH]c2=O)cc1
  -39% | -1
#60 CSc1ccc(CCNC(=O)c2noc(C)c2Cn2nc(C)cc2C)cc1
  u | 0
#61 CCCc1cc(=O)[nH]c(SCC(=O)N2CCN(S(=O)(=O)c3ccccc3)C2)n1
  -6% | -1
#62 CCn1nc(C)c(CNC(=O)Nc2ccc(OC)cc2OC)c1C
  1% | 3
#63 O=C(COc1ncnc2c(Cl)cc(Cl)cc12)N1CCCCCC1
  -9% | -11
#64 O=C(/C=C/c1cccc(F)c1)NNC(=O)C1CCCCC1
  26% | 8
#65 Cc1ccc(-c2sc(C(=O)O)cc2C)o1
  -16% | 10
#66 CC(NC(=O)c1ccc[n+]([O-])c1)c1cccc(C(F)(F)F)c1 (stereo unspecified)
  18% | -2
#67 NC(=O)C1CCCN(c2nc(-c3ccncc3)nc3ccccc23)C1 (stereo unspecified)
  u | u
#68 Cc1ccc(C)c(NC(=O)C2=Cc3sc4c(c3CS2)CCCC4)c1
  18µM* | 3
#69 CCc1ccc(C(CNC(=O)c2nn(C)c(=O)c3ccccc23)N(C)C)cc1 (stereo unspecified)
  -4% | -1
#70 CCOc1ccc(NC(=O)COc2ncnc3ccc(Br)cc23)cc1
  -28% | -2
#71 CC(C)C[C@@H]1CN(CCCC[C@H]2CNC(=O)C(=O)N2CCC2CCCCC2)C(=O)C(=O)N1CC1CCCCC1
  -64% | 0
#72 Cc1ccc(N(C(C)C(=O)N2CCCCCC2)S(C)(=O)=O)cc1 (stereo unspecified)
  4% | 3
#73 CCCOC(=O)c1ccc(NC(=O)NC(c2ccccc2)c2nccn2C)cc1 (stereo unspecified)
  14% | 2
#74 Cc1cc(O)c2c(C)c(CC(=O)NCc3ccc(F)cc3)c(=O)oc2c1
  2% | -9
#75 CCOC(=O)C(C)Oc1ccc2c(=O)c(-c3ccccc3)c(C(F)(F)F)oc2c1 (stereo unspecified)
  8% | 11

Copied from the listing, six compounds:
Values in the order – ALOX12 inh | LDHA block
#46 CN(Cc1cccc(Cl)c1Cl)C(C(=O)NC1CC1)c1ccc(F)cc1 (stereo unspecified)
  u | 10
#47 CCOCCn1c(-n2nc(C)cc2C)nc2c1c(=O)n(Cc1ccc(F)cc1)c(=O)n2C
  7% | 7
#48 CCNC(=O)Cn1c(CO)cnc1SCC(=O)Nc1c(C)cc(C)cc1C
  -30% | -5
#49 Cc1ccc(C)c(NC(=O)Nc2ccc(-c3cn4cccnc4n3)cc2)c1
  u | -5
#50 Cc1ccccc1-n1nnnc1SCC(=O)N(Cc1ccco1)C1=CCCCC1
  8.9µM* | 1
#51 c1ccc(N2CCN(c3nc(N4CCCCC4)nc4nccnc34)CC2)cc1
  51%[activator] | 1

Next results
Values in the order – ALOX12 inh | LDHA block
#76 O=C(Cn1cnc2cc(Cl)ccc2c1=O)N(C1CCCC1)C1CCS(=O)(=O)C1 (stereo unspecified)
  -1% | 1
#77 Cc1cc2c(cc1C)CSC(c1cc(Cl)cc(Cl)c1O)SC2
  u | 13
#78 Cc1ccc2cccc(NC(=O)COc3ccccc3)c2n1
  -28% | -3
#79 COc1ccccc1-c1cc(C(=O)O)c2ccc(C)c(C)c2n1
  -22% | 3
#80 CCCn1nc(C(=O)N2CCN(C(=O)C(C)C)CC2)c2ccccc2c1=O
  28% | 1
#81 Cc1nc(-c2ccccc2)nc2sc3c(=O)[nH]cnc3c12
  u | -4
#82 Cc1ccc(-c2nc(Cn3nnc(-c4ccccc4C)n3)cs2)cc1
  9% | -3
#83 CC(C)(C)C1CCC(=NNC(=O)C2CC2)CC1 (stereo unspecified)
  9% | -2
#84 CCN1CCN(CCNC(=O)c2c(C)nn(-c3ccc(F)cc3)c2-n2cccc2)CC1
  -57% | -5
#85 Cc1ccc(NC(=O)CSCc2cc(C)no2)cc1
  11% | -15
#86 N#Cc1ccc(-c2ccc(OCC(=O)c3ccc4c(c3)OCCCO4)cc2)cc1
  0% | 7
#87 O=C(NCCc1ccccc1)c1cc(-c2cccnc2)nc2ccccc12
  14% | -5
#88 Cc1ccc(Nc2c3c(nc4ccccc24)CCC3)c(Br)c1
  u | 6
#89 O=C(Nc1cccc(OCC2CCCO2)c1)C1CCC1 (stereo unspecified)
  -1% | -7
#90 O=C(CSc1cn(CC(=O)N2CCOCC2)c2ccccc12)Nc1ccc(Br)cc1
  -5% | 12
#91 COc1cc(OC)c(OC)cc1/C=C(/C#N)c1ccc(Cl)cc1
  u | -1
#92 CCCC1=C(C(=O)OCC)C(c2cccc(OC)c2)C(C#N)=C(N)O1 (stereo unspecified)
  u | 2

This is a subset (hit frequency here may not be typical).
